High-throughput results as filed in PubChem.
U2OS ROS induce: raises reactive oxygen species in U2OS cancer cells | U2OS ROS induction, H2DCF-DA fluorescence | 2% of 46,000 active | AID 624156 | ROS induction (% of piperlongumine), % at 10 µM; in the data active = ROS induction above about 79%, passing the limit was not always enough;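 note: 0% = DMSO vehicle median and 100% = reference compound median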
Starred values were filed as active, the others as inactive.

structure	U2OS ROS induce
C[C@H]1CN([C@@H](C)CO)C(=O)c2cc(NS(=O)(=O)c3ccccc3)ccc2O[C@@H]1CN(C)S(C)(=O)=O	0
C[C@H](CO)N1C[C@H](C)[C@H](CN(C)S(=O)(=O)c2ccc(Cl)cc2)Oc2c(NS(C)(=O)=O)cccc2C1=O	10
Cc1ccc(O)c(/C=N/NC(=O)c2ccccn2)c1	-12
C[C@H]1CN([C@@H](C)CO)C(=O)CCCn2nncc2CO[C@@H]1CN(C)S(=O)(=O)c1ccc(Cl)cc1	-2
CC(C)NC(=O)Nc1cccc2c1O[C@H](CN(C)C(=O)Nc1ccc3c(c1)OCO3)[C@@H](C)CN([C@H](C)CO)C2=O	-4
CC(C)(C)C(=O)NC(=S)Nc1cc(C(F)(F)F)cc(C(F)(F)F)c1	5
COc1ccc(OC)c(NC(=O)COc2ccc(C(=O)Nc3cccc(C)c3C)cc2)c1	5
Cc1ccc(-c2noc(CSc3nc(C)c(C)c(=O)[nH]3)n2)cc1	22
O=C(O)C1CC=CCC1C(=O)NCCc1csc(-c2ccccc2)n1 (stereo not drawn)	-17
O=c1cc(N2CCOCC2)oc2c1ccc1ccccc12	-2
COc1cc(O)c(C(=O)Cc2ccc(Cl)cc2)c(OC)c1	-9
CCOC(=O)c1sc2nc3n(c(=O)c2c1C)N=C(c1cc2cc(Cl)ccc2oc1=O)CS3	-8
O=C(Nc1ccc(S(=O)(=O)Nc2nccs2)cc1)C1COc2ccccc2O1 (stereo not drawn)	-1
C[C@@H]1CN([C@H](C)CO)C(=O)Cc2cc(NC(=O)CCN3CCOCC3)ccc2O[C@H]1CN(C)Cc1ccccc1	-2
C[C@@H]1CN([C@H](C)CO)C(=O)Cc2cc(NC(=O)CCCCCC(=O)Nc3ccccc3N)ccc2O[C@@H]1CN(C)Cc1ccc(Oc2ccccc2)cc1	75
C[C@@H]1CN([C@H](C)CO)C(=O)c2cccc(NC(=O)Nc3ccc4c(c3)OCO4)c2O[C@@H]1CN(C)C(=O)Nc1cccc2ccccc12	-4
CNC[C@H]1Oc2c(NS(=O)(=O)c3ccc(Cl)cc3)cccc2C(=O)N([C@@H](C)CO)C[C@H]1C	-12
O=C(/C=C/c1ccccc1)Nc1nnc(CSCc2ccccc2F)s1	1
C[C@@H]1CN([C@H](C)CO)C(=O)c2cc(NS(C)(=O)=O)ccc2O[C@H]1CN(C)Cc1ccc(C(F)(F)F)cc1	-1
CC1(c2ccccc2)CC(C)(C)N(C(=O)c2ccco2)c2ccccc21 (stereo not drawn)	6
CC(NC(=O)/C=C/c1ccccc1Cl)c1ccccc1 (stereo not drawn)	-1
COc1ccc(S(=O)(=O)n2c(SCc3ccc(C(F)(F)F)cc3)nc3ccccc32)cc1	-6
Cc1cc(C(=O)Nc2cccc3c2O[C@H](CN(C)Cc2ccc(-c4ccccc4)cc2)[C@H](C)CN([C@@H](C)CO)C3=O)n(C)n1	19
C[C@@H]1CN([C@H](C)CO)C(=O)c2cccc(NC(=O)Nc3ccccc3)c2O[C@@H]1CN(C)Cc1ccc(C(=O)Nc2ccccc2N)cc1	28
NC(=O)NCC#Cc1ccc2c(c1)[C@]1(C(=O)N2)[C@H](C(N)=O)[C@H]2C(=O)O[C@H](c3ccccc3)[C@H](c3ccccc3)N2[C@@H]1c1ccccc1OCCO	16

Reformatted with each value named: entries from further up.
O=C(/C=C/c1ccccc1)Nc1nnc(CSCc2ccccc2F)s1
  U2OS ROS induce: 1
C[C@@H]1CN([C@H](C)CO)C(=O)c2cc(NS(C)(=O)=O)ccc2O[C@H]1CN(C)Cc1ccc(C(F)(F)F)cc1
  U2OS ROS induce: -1
CC1(c2ccccc2)CC(C)(C)N(C(=O)c2ccco2)c2ccccc21 (stereo not drawn)
  U2OS ROS induce: 6

(continued)
structure	U2OS ROS induce
C[C@@H]1CN([C@@H](C)CO)C(=O)c2cc(NC(=O)Nc3cccc4ccccc34)ccc2O[C@H]1CN(C)S(=O)(=O)c1cccs1	2
CNC[C@@H]1OCCCC[C@@H](C)Oc2ccc(NC(=O)c3ccccc3)cc2C(=O)N([C@H](C)CO)C[C@@H]1C	15
O=C1NC(=S)S/C1=C/c1ccc(-c2ccc3c(c2)C(=O)NC3=O)o1	28
Cc1noc(C)c1NC(=O)N(C)C[C@@H]1Oc2ccc(NS(C)(=O)=O)cc2CC(=O)N([C@@H](C)CO)C[C@@H]1C	16
Cc1noc(C)c1NC(=O)Nc1ccc2c(c1)C(=O)N([C@@H](C)CO)C[C@@H](C)[C@@H](CN(C)Cc1ccc(C(F)(F)F)cc1)O2	13
CCOC(=O)c1cccc(NC(=O)CCOc2ccccc2)c1	-6
C[C@H]1CN([C@@H](C)CO)C(=O)c2cccc(NC(=O)Nc3ccccc3)c2O[C@@H]1CN(C)S(C)(=O)=O	19
COc1ccc(CN(C)C[C@@H]2Oc3ccc(NC(=O)CCCCCC(=O)Nc4ccccc4N)cc3CC(=O)N([C@H](C)CO)C[C@@H]2C)cc1	8
O=C(CNC(=S)N(Cc1ccccc1)Cc1ccccc1F)N1CCCC1	4
COc1ccc(S(=O)(=O)N(C)C[C@H]2Oc3c(NC(=O)Nc4c(C)noc4C)cccc3C(=O)N([C@H](C)CO)C[C@H]2C)cc1	-2
CC1(C)CC[C@]2(C(=O)O)CC[C@]3(C)C(=CCC4[C@@]5(C)CC[C@H](O[C@@H]6O[C@H](CO)[C@@H](O)[C@H](O)[C@H]6O)[C@@](C)(CO)C5CC[C@]43C)[C@@H]2C1 (stereo partly drawn)	-9
C[C@H](CO)N1C[C@H](C)[C@@H](CN(C)S(=O)(=O)c2ccc(Cl)cc2)OCc2cnnn2CCCC1=O	4
c1ccc(N=c2scc(-c3ccccc3)n2CCN2CCOCC2)cc1	42
COc1ccc(CN(C)C[C@H]2Oc3c(NS(=O)(=O)c4ccc(OC)cc4)cccc3C(=O)N([C@@H](C)CO)C[C@H]2C)cc1	-7
COc1cc(NC(=O)COc2cc(C)c(Cl)c(C)c2)ccc1NC(=O)c1ccco1	4
C[C@H](CO)N1C[C@H](C)[C@@H](CN(C)Cc2ccc(C(=O)O)cc2)Oc2ccc(NC(=O)Nc3cccc4ccccc34)cc2C1=O	-10
Cc1cccc(C)c1NC(=O)CN(C1CCCCC1)S(=O)(=O)c1ccc(Cl)cc1	19
C[C@@H]1CN([C@H](C)CO)C(=O)c2cc(NS(=O)(=O)c3ccc(Cl)cc3)ccc2O[C@@H]1CN(C)C	-1
CCc1cc(C(=O)OC)c(NC(=O)c2cc(-c3cccnc3)nc3ccc(Br)cc23)s1	-5
C[C@@H]1CN([C@@H](C)CO)C(=O)Cc2cc(NC(=O)NC3CCCCC3)ccc2O[C@@H]1CN(C)C	-8
Cc1ccc(S(=O)(=O)N(C)C[C@@H]2Oc3ccc(NC(=O)CCCN(C)C)cc3CC(=O)N([C@H](C)CO)C[C@H]2C)cc1	3
Cc1ccc(-n2c(SCC(=O)Nc3ccc(Br)cc3)nnc2-c2ccco2)cc1	-1
COc1ccc(S(=O)(=O)N(C)C[C@H]2Oc3c(NS(=O)(=O)c4ccc(Cl)cc4)cccc3C(=O)N([C@@H](C)CO)C[C@H]2C)cc1	2
COc1ccc2cc(C(C)c3nc4ccccc4[nH]3)ccc2c1 (stereo not drawn)	-16
O=C1C(=O)N(CCCn2ccnc2)C(c2ccc(Cl)cc2)C1C(=O)c1cccs1 (stereo not drawn)	-2

Three records picked at random from those above:
structure	U2OS ROS induce
COc1ccc(CN(C)C[C@H]2Oc3c(NS(=O)(=O)c4ccc(OC)cc4)cccc3C(=O)N([C@@H](C)CO)C[C@H]2C)cc1	-7
Cc1cccc(C)c1NC(=O)CN(C1CCCCC1)S(=O)(=O)c1ccc(Cl)cc1	19
C[C@H](CO)N1C[C@H](C)[C@@H](CN(C)Cc2ccc(C(=O)O)cc2)Oc2ccc(NC(=O)Nc3cccc4ccccc34)cc2C1=O	-10

More entries
structure	U2OS ROS induce
C[C@H](CO)N1C[C@H](C)[C@@H](CN(C)C(=O)Nc2ccc(F)cc2)Oc2ccc(NS(=O)(=O)c3ccc(F)cc3)cc2C1=O	10
COc1ccc(-c2nnc(SCC(=O)Nc3ccc(Cl)cc3Cl)n2-c2ccccc2)cc1OC	-1
CC(C)NC(=O)Nc1cccc2c1O[C@H](CN(C)Cc1ccc(C(=O)Nc3ccccc3N)cc1)[C@H](C)CN([C@H](C)CO)C2=O	0
Cc1noc(C)c1S(=O)(=O)N(C)C[C@@H]1Oc2c(NC(=O)c3cnccn3)cccc2C(=O)N([C@@H](C)CO)C[C@@H]1C	-3
CNC[C@H]1Oc2c(NC(=O)Nc3ccc(C(F)(F)F)cc3)cccc2C(=O)N([C@H](C)CO)C[C@@H]1C	-3
C[C@H]1CN([C@@H](C)CO)C(=O)c2cccc(NC(=O)c3ccc(-c4nccs4)cc3)c2O[C@H]1CN(C)Cc1ccc(C(F)(F)F)cc1	109*
CCN(C(=O)c1ccc2c(c1)CCO2)c1cccc2ccccc12	14
O=C(NO)c1ccc(C(=O)N/N=C/c2cc(Br)ccc2O)cc1	-16
Cc1ccccc1OCC(=O)Nc1ccccc1NC(=O)c1ccco1	-6
C[C@@H]1CN([C@@H](C)CO)C(=O)Cc2cc(NS(C)(=O)=O)ccc2O[C@@H]1CN(C)C	-10
C[C@H](CO)N1C[C@H](C)[C@@H](CN(C)S(=O)(=O)c2ccc(Cl)cc2)Oc2c(NC(=O)C3CCOCC3)cccc2C1=O	-1
O=C(Nc1ccccc1[N+](=O)[O-])c1cccc(S(=O)(=O)Nc2ccc(F)cc2)c1	-3
C[C@@H]1CCCCO[C@H](CN(C)C(=O)Nc2ccccc2)[C@@H](C)CN([C@H](C)CO)C(=O)c2cc(NC(=O)c3ccncc3)ccc2O1	1
C[C@H]1CN([C@@H](C)CO)C(=O)c2cccc(NS(=O)(=O)c3ccc(Cl)cc3)c2O[C@@H]1CN(C)C(=O)Nc1cccc2ccccc12	-8
C[C@@H]1CN([C@H](C)CO)C(=O)c2cccc(NC(=O)C3CCCCC3)c2O[C@H]1CN(C)C(=O)Nc1ccccc1	-4
O=S(=O)(/N=C(/Nc1cc(N2CCOCC2)ncn1)c1ccccc1)c1ccccc1	-11
C[C@H]1CN([C@@H](C)CO)C(=O)CCCn2cc(nn2)CO[C@@H]1CN(C)Cc1ccncc1	12
Cc1noc(C)c1S(=O)(=O)N(C)C[C@H]1Oc2ccc(NC(=O)CCC(F)(F)F)cc2CC(=O)N([C@H](C)CO)C[C@H]1C	14
CCC(C)C(O)C(C)(O)/C=C/C1=CC2=CC(=O)C(C)(O)C(O)C2CO1 (stereo not drawn)	-1
CCC(=O)O[C@]1(C(=O)CCl)[C@@H](C)CC2C3CCC4=CC(=O)C=C[C@]4(C)[C@@]3(F)[C@@H](O)C[C@@]21C (stereo partly drawn)	13
C=CCc1c(C)[nH]c(=S)[nH]c1=O	72
C[C@@H]1CCCCO[C@H](CN(C)C)[C@@H](C)CN([C@H](C)CO)C(=O)c2cc(NS(=O)(=O)c3cccs3)ccc2O1	5
Cc1cccc(NS(=O)(=O)c2cc(C(=O)Nc3ccccc3C(=O)N3CCOCC3)ccc2Cl)c1	-6
N=c1ncn(CC(O)CO)c2nc(Br)[nH]c12 (stereo not drawn)	-11
C[C@H]1CN([C@@H](C)CO)C(=O)c2cc(NC(=O)Nc3ccc(C(F)(F)F)cc3)ccc2O[C@H]1CN(C)S(C)(=O)=O	0
COc1ccc(C(C)=O)cc1CSc1nc(C)cc(C)n1	-11
COc1ccc(NC(=O)Nc2ccc3c(c2)C(=O)N([C@H](C)CO)C[C@H](C)[C@H](CN(C)CC2CCCCC2)O3)cc1	-1
C[C@@H]1CN([C@@H](C)CO)C(=O)CCCn2cc(nn2)CO[C@@H]1CN(C)C(=O)Oc1ccccc1	-3
N#Cc1c(/N=C/N2CCCC2)sc2c1CCCCC2	-7
COc1ccc(S(=O)(=O)N(C)C[C@@H]2Oc3ccc(NC(=O)CCCN(C)C)cc3CC(=O)N([C@H](C)CO)C[C@H]2C)cc1	6
Cc1ccc(-c2nc3ccccc3s2)cc1NC(=O)COc1cccc(C)c1C	4
C[C@H](CO)N1C[C@H](C)[C@H](CN(C)S(=O)(=O)c2ccc(Cl)cc2)Oc2ccc(NC(=O)Nc3cccc4ccccc34)cc2CC1=O	44
COc1ccc(NC(=O)Nc2ccc3c(c2)CC(=O)N([C@H](C)CO)C[C@H](C)[C@H](CN(C)C(=O)Nc2ccc(C(F)(F)F)cc2)O3)cc1	-4
COc1ccc2cc3c(NC(=O)Cc4cccc(C(F)(F)F)c4)n[nH]c3nc2c1	1
COc1ccc(-c2nnc(Nc3cccc(C(F)(F)F)c3)c3ccccc23)cc1	23
Cc1ccc(C(=O)Nc2sc3c(c2C(=O)O)CCCC3)o1	8
NC(=O)CSc1nc2c(c(C(F)(F)F)n1)CCc1ccccc1-2	41
Cc1cc(C)cc(N(CC(=O)Nc2c(C)cc(C)cc2C)S(C)(=O)=O)c1	-6
C[C@H]1CN([C@@H](C)CO)C(=O)c2cccc(NC(=O)C3CC3)c2O[C@@H]1CN(C)C(=O)Nc1ccccc1	-11
Cc1noc(C)c1S(=O)(=O)Nc1ccc2c(c1)C(=O)N([C@H](C)CO)C[C@H](C)[C@@H](CN(C)C(=O)CCC(F)(F)F)OCCCC[C@@H](C)O2	22
Cc1ccccc1S(=O)(=O)/N=C(\N)c1ccccc1	-6
COc1ccc([Si](C)(C)[C@H]2[C@H](CCn3cc(CCO)nn3)O[C@@]3(C(=O)N(Cc4cccc(N5CCC5=O)c4)c4ccccc43)[C@@H]2C)cc1	109*

Only part of the results is shown; the hit share may differ from the screen's.
